HKDC1 inh = HKDC1 (human) hexokinase inhibition; inhibition, % at 20 µM; Q2TB90; recombinant HKDC1, G6PDH/diaphorase resazurin coupled fluorescence; actives 0.16% (n = 340,000);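 active = inhibition above about 35% when tested at 20 µM, limit read from the data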;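 also: plate controls were DMSO wells with enzyme for no effect and DMSO wells lacking enzyme for full effect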
Target sequence (Q2TB90 whole entry, looked up): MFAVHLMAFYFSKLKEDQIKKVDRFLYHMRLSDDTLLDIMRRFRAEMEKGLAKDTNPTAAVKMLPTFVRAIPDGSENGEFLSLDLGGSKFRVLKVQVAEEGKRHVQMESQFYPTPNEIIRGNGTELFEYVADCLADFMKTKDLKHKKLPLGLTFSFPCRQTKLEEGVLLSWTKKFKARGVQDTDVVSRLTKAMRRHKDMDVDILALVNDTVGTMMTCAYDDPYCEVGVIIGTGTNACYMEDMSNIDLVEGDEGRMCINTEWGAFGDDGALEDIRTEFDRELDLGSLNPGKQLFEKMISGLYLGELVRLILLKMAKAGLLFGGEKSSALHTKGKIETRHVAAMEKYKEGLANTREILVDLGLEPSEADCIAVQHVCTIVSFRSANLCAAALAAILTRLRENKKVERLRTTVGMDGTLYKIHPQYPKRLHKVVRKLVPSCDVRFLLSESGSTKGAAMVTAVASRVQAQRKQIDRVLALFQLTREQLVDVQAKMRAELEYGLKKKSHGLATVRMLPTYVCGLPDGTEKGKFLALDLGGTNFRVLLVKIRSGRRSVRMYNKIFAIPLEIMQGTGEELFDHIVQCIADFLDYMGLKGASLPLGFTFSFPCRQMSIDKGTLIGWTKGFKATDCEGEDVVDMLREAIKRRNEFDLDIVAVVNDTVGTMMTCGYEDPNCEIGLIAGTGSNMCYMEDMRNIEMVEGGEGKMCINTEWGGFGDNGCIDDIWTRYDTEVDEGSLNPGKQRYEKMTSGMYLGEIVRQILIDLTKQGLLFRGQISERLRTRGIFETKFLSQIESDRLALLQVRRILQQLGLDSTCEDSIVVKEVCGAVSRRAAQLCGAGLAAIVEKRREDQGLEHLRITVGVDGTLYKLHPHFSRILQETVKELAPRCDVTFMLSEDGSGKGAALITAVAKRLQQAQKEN
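Test system: recombinant HKDC1 (HK5) hexokinase enzyme, produced in-house; Amount: enzyme 5 µg/mL final; Buffer or medium: Tris pH 8.0 buffer with MgCl2, Tween-20, BSA, BME; Reagent: glucose and ATP substrates; Doses: 20 µM test compound, 1% DMSO; Incubation: 90 min reaction incubation at room temperature, dark; Detection: resorufin fluorescence at 613 nm.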
ATG4B inhibitor = inhibitors of human ATG4B cysteine protease; Q9Y4P1; ATG4B cleavage of LC3-PLA2, NBD-HPC fluorescence, 1 h; inhibition, % at 8.33 µM; actives 0.51% (n = 340,000); AID 504462; in the data active = inhibition above about 40%
PfGluPho inh = PfG6PD (Plasmodium falciparum) enzyme inhibition. AID 504690. inhibition, % at 20 µM. PfGluPho enzyme, NADPH resazurin-diaphorase fluorescence. actives 0.78% (n = 350,000);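 active = inhibition reaching at least a set limit at 20 µM in the primary screen, cut at about 59% in these data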;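 also: 0% = DMSO wells with substrate and 100% = DMSO wells lacking glucose-6-phosphate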
* = called active by the depositor; i = inactive. This is a subset. The share of hits here may be higher or lower than overall.

| HKDC1 inh | ATG4B inhibitor | PfGluPho inh | compound |
| --- | --- | --- | --- |
| 2 | 2 | 9 | CCOC(=O)c1c(-c2ccccc2)csc1NC(=O)/C(C#N)=C\c1ccc(O)c(OC)c1 |
| -4 | -3 | 16 | CC(=O)Oc1ccc(C2=Cc3ccc(OC(C)=O)cc3OC2C)cc1 (stereo not given) |
| -3 | -10 | -9 | COc1ccc(C(=O)NCC(c2ccccc2)c2ccccc2)cc1S(=O)(=O)N1CCOCC1 |
| -9 | 10 | 14 | CN(C)S(=O)(=O)c1cccc(NC(=O)CN2C(=O)NC(Cc3c[nH]c4ccccc34)C2=O)c1 (stereo not given) |
| -4 | -27 | -6 | C/C=C(\C)C(=O)OC1[C@H](OC(C)=O)C2(CO)C(CC1(C)C)C1=CCC3C4(C)CCC(O[C@@H]5O[C@H](C(=O)O)[C@@H](O[C@@H]6O[C@H](CO)[C@@H](O)[C@H](O)[C@H]6O)[C@H](O)[C@H]5O[C@H]5O[C@H](CO)[C@@H](O)[C@H](O)[C@H]5O)[C@](C)(CO)C4CCC3(C)[C@]1(C)C[C@H]2O (stereo not given in full) |
| 1 | -4 | 7 | Cc1nn2c(-c3ccc(Cl)cc3)ccnc2c1-c1ccccc1 |
| 5 | 2 | 6 | CCCOc1ccc(/C(O)=C2/C(=O)C(=O)N(CCN(C)C)C2c2ccc(O)c(OC)c2)cc1 (stereo not given) |
| -4 | -2 | 3 | O=C(CC(O)c1ccccc1)Nc1ccccn1 (stereo not given) |
| 24 | -1 | 7 | CN(C)c1nc(C=C(C#N)C#N)c(Cl)n1-c1ccc(F)cc1 |
| -1 | -7 | 10 | Nc1ccc(C(=O)Nc2cccc(N)c2)cc1 |
| -22 | 9 | -10 | CCN1/C(=C/c2ccc3ccc(C)cc3[n+]2CC)Sc2ccccc21 |
| -1 | 3 | 2 | CCc1cccc2c1NC(=O)C2=O |
| -1 | 4 | 26 | CCCCn1cnc2c(SCc3ccc(Br)cc3)nc(N)nc21 |
| -4 | 0 | 1 | O=c1nc2onnc2c(C=NO)[nH]1 |
| -17 | -10 | -12 | O=c1cc(N2CCC3(CC2)OCCO3)[nH]c(=O)n1-c1ccc(Br)cc1 |
| -7 | 1 | -11 | CCCCn1c2nc3ccccc3nc2c2c(=O)n(CC(C)C)cnc21 |
| -3 | 0 | 12 | COc1ccc(-c2nc(-c3ccncc3)no2)cc1 |
| -4 | -7 | 19 | S=c1cn[nH]c2ccccc12 |
| 2 | -17 | -2 | Cc1cc(C)cc(NS(=O)(=O)CCCS(=O)(=O)Nc2cc(C)cc(C)c2)c1 |
| 2 | -3 | -7 | Nc1c(N(CCO)C(=O)c2ccccc2OCc2ccccc2Cl)c(=O)[nH]c(=O)n1Cc1ccccc1 |
| 2 | -2 | 8 | CC(=O)c1ccc(N2CCN(Cc3cc(=O)n4c(-c5ccccc5)csc4n3)CC2)cc1 |
| 4 | 17 | -17 | Cc1nn(-c2ccc(F)cc2)c(Cl)c1/C=C(/CCC(=O)O)c1nc2ccccc2s1 |
| -7 | 3 | -7 | N#CCCCC1(CCCC#N)OCCO1 |
| -4 | -6 | 35 | Cc1cccc(-c2nnc(-c3ccc4ccccc4c3)o2)c1 |
| 1 | 5 | -22 | COc1ccc(C=C(NC(=O)c2ccccc2)C(=O)O)cc1OC |
| -3 | -8 | 8 | COCCOC(=O)C1=C(C)NC(=S)NC1c1ccc(OCC(=O)N2CC(C)OC(C)C2)c(OC)c1 (stereo not given) |
| 11 | -3 | -3 | Cc1nc2ccc(F)cc2cc1C(=O)NCC1CCCO1 (stereo not given) |
| 0 | 0 | 11 | O=C(CCN1CCCCC1)N1CCc2c([nH]c3ccccc23)C1c1cccnc1 (stereo not given) |
| 2 | -8 | 0 | COc1cc(O)cc(/C=C/c2ccccc2)c1 |
| 11 | 12 | -3 | CC1(C)CC(=O)C(Br)=C(O)C1 |
| -2 | 7 | -10 | CC(C)=C1C(=O)NN(c2ccc(C)c(Cl)c2)C1=O |
| -4 | -7 | 7 | O=c1[nH]c2cc3c(cc2cc1CN(CCc1ccccc1)C(=S)NCCCN1CCOCC1)OCCO3 |
| 2 | -4 | 26 | Nc1c2c(=O)[nH]c(O)cc2nn1-c1ccccc1 |
| 29 | 1 | 9 | COc1ccc(-c2cnnc(N/N=C/c3ccc(-c4ccc([N+](=O)[O-])cc4)o3)n2)cc1 |
| 15 | 23 | -17 | N#C/C(=C\c1ccc(C(=O)O)cc1)c1nc2sc3c(c2c(=O)[nH]1)CCCC3 |
| 7 | 44* | 4 | Cc1ccc(C(=O)O)cc1N=Cc1cc(Br)cc(Br)c1O |
| 1 | 5 | 23 | Oc1ccccc1C=NN=CC=Cc1ccccc1 |
| -3 | -12 | -6 | Cc1ccc(NC(=O)c2cccc(S(=O)(=O)Nc3c(C)n(C)n(-c4ccccc4)c3=O)c2)cc1C |
| -3 | -1 | 3 | COc1ccc(B(O)O)c(CN2CCN(C(=O)OC(C)(C)C)CC2)c1 |
| 10 | -6 | 57 | C=C1C(=O)C23CCC4C(C)(C(=O)OC)CCCC4(C)C2CCC1(O)C3 (stereo not given) |
| -6 | -42 | -8 | CCOc1ccc(OCC(=O)OCC(=O)N2CCN(S(=O)(=O)c3ccc(C)cc3C)CC2)cc1 |
| 15 | -14 | 6 | CCOC(=O)c1c(NC(=O)CSc2nnc(-c3ccncc3)n2Cc2ccco2)sc(C(C)=O)c1C |
| -4 | -8 | 4 | CCN(CC)CCNC(=O)C(Cl)=C1C(Cl)=C(Cl)C(Cl)=C1Cl |
| 2 | -12 | 37 | CCOC(=O)C1=C(O)/C(=C/c2cc(OC)c(O)c(OC)c2)SC1=Nc1ccc(OC)cc1 |
| 6 | -44 | -16 | COc1ccccc1CNC(=O)COC(=O)C1CCN(S(=O)(=O)c2c(Cl)cccc2Cl)CC1 |
| -2 | -3 | 6 | CN(C(=O)c1cccc(NC(=O)Cc2cccc(NC(=O)C3CCN(S(=O)(=O)c4cccc([N+](=O)[O-])c4)CC3)c2)c1)C1CC1 |
| 0 | -2 | -2 | CCNc1ncnc2[nH]ncc12 |
| 3 | -3 | -11 | CN1CCN(c2ccc(Cl)cc2NC(=O)c2nn(-c3ccccc3)c(=O)c3ccccc23)CC1 |
| -3 | -6 | 58 | CN1c2ccccc2-c2ccccc2S1(=O)=O |
| 26 | -7 | 50 | Cc1cc2nc3c(=O)[nH]c(=O)[nH]c3nc2c([N+](=O)[O-])c1N |
| -2 | 15 | -5 | CC(=O)c1cc(-c2ccccc2)n(CC(=O)N2CCC(N3CCCCC3)CC2)c1C |
| -3 | 7 | 0 | COC1OC(CO)C(N(C)C(C)=O)C1O (stereo not given) |
| -7 | 2 | 2 | Cc1occc(=O)c1OC(=O)Nc1ccc(Cl)c(Cl)c1 |
| 1 | 4 | 13 | Cc1cc(OCc2nc(N)nc(N)c2-c2ccc(Cl)c(Cl)c2)ccc1[N+](=O)[O-] |
| -6 | -1 | 20 | COc1ccc(C2NCCCC2c2ccccc2)cc1 (stereo not given) |
| 21 | 19 | 10 | N#Cc1c(NC(=O)/C=C/c2ccco2)sc2c1CCCC2 |
| -2 | -4 | -1 | Cc1ccc(S(=O)(=O)N2CCN(C(=O)COC(=O)Cc3c(F)cccc3Cl)CC2)c(C)c1 |
| -6 | 22 | -15 | O/N=C/c1ccc(OCc2ccccc2)c(Br)c1 |
| -19 | -4 | 3 | CCC(=O)NC(c1ccc(OC)c(OC)c1)c1cc(Cl)c2cccnc2c1O (stereo not given) |
| 1 | 0 | 18 | O=C(c1ccccc1)N(c1ccccc1)c1ccccc1O |

Later entries:
| HKDC1 inh | ATG4B inhibitor | PfGluPho inh | compound |
| --- | --- | --- | --- |
| -6 | 2 | -37 | Cc1ccc(C2C(C(=O)c3cc4ccccc4o3)=C(O)C(=O)N2CCN(C)C)o1 (stereo not given) |
| 0 | 2 | 3 | Cc1c(C(c2cc(O)ccc2Cl)c2c(C)n(C)n(-c3ccccc3)c2=O)c(=O)n(-c2ccccc2)n1C |
| -1 | -1 | 13 | COC(=O)C1=C(C)N=C2SCCC(=O)N2C1c1ccc(OC(=O)c2ccco2)cc1 (stereo not given) |
| 0 | -2 | -14 | COc1ccc(OC)c(NC(=O)C2CC(=O)N(CCc3ccc(F)cc3)C2)c1 (stereo not given) |
| -3 | -2 | 2 | O=CN1CCN(C=O)C(O)C1O (stereo not given) |
| 0 | -7 | 4 | Cc1cccc(NC(=O)/C=C/c2ccc([N+](=O)[O-])s2)c1 |
| 1 | -2 | -31 | Cc1noc(NS(=O)(=O)c2ccc(NC(=O)c3ccccc3NS(=O)(=O)c3ccc(F)c(F)c3)cc2)c1C |
| -5 | 0 | -15 | CN1CCC(N(C)C(=O)/C(C#N)=C\c2ccc(OC(F)F)cc2)CC1 |
| -6 | -1 | 51 | COC(=O)CC1=C(c2ccc([N+](=O)[O-])cc2)CCC1=O |
| 25 | 20 | 47 | CCOC(=O)c1c2c(n(Cc3ccccc3)c1C)C(=O)C(=O)c1ccccc1-2 |
| -6 | -12 | 7 | CC1CC(C)C(=NNC(N)=O)C(C(O)CC2CCC(=O)NC2=O)C1 (stereo not given) |
| -1 | -3 | 6 | Cc1ccccc1Nc1scc(-c2ccc(Cl)cc2)[n+]1-c1ccccc1C |
| -5 | -7 | 5 | COc1ccc(C2=Nc3ccccc3C2(O)CCN2C(=O)c3ccccc3C2=O)cc1 (stereo not given) |
| 1 | 6 | -17 | O=C(O)c1cc2ccccc2cn1 |
| -3 | -10 | 8 | CC1(C)CC(NC(=O)c2ccccc2NS(=O)(=O)c2ccc(Br)cc2)CC(C)(C)N1 |
| -3 | 2 | -2 | Cc1cccc(C(=O)NCCCNC(=O)c2cccc(C)c2)c1 |
| -42 | -3 | -3 | CC(NNC(=S)N1CCN(c2ccccn2)CC1)c1nccc2ccccc12 (stereo not given) |
| -3 | -17 | 5 | CCOC(=O)C(=CNc1ccc(NC2=NCC(C)S2)cc1)C(=O)OCC (stereo not given) |
| -4 | 6 | -7 | CC1=CC(C)(C)N(C(=O)CSc2nnc(N)s2)c2c(C)cc(C)cc21 |
| -20 | -2 | 0 | CCCCc1c(C)nc2ccc(Br)cc2c1SC(N)N |
| -6 | -9 | -5 | O=C(Nc1csnn1)OCc1ccccc1 |
| 2 | 18 | -13 | O=C1CC(c2ccccc2)(c2ccccc2)c2ccccc21 |
| 3 | -11 | 5 | COc1ccc(NC(=O)CCN(c2ccc(OC)cc2)S(=O)(=O)c2ccc(C)c(C)c2)cc1 |
| -5 | 3 | 0 | Cn1c(=O)c2ncn(C)c2n(C)c1=O |
| 1 | -20 | -1 | C1=C(c2ccc(-c3ccccc3)cc2)Nc2ncnn2C1c1ccco1 (stereo not given) |
| -15 | 35 | -12 | O=C(O)c1ccccc1NC(c1ccccc1)c1ccc2cccnc2c1O (stereo not given) |
| 12 | 16 | -2 | C[N+](C)(C)c1ccc(/C=N/Nc2nc(Cl)c(C#N)c(Cl)c2Cl)cc1 |
| -1 | -7 | 26 | O=[N+]([O-])c1cc(Br)ccc1NS(=O)(=O)c1ccccc1 |
| -4 | 6 | 2 | C=C(CCO)C1=CCN(S(=O)C(C)(C)C)[C@@H]1CCO (stereo not given in full) |
| 1 | -3 | 6 | CC[C@H](C)[C@H](NC(=O)OCc1ccccc1)C(=O)OCC(=O)N1CCN(c2ccc(F)cc2)CC1 |
| -39 | 3 | 50 | CC(=NNC(=S)N1CCC1)c1ccccn1 |
| -3 | -21 | 13 | CCOc1ccc(NS(=O)(=O)c2cccc(C(=O)N3CCN(C/C=C/c4ccccc4)CC3)c2)cc1 |
| -8 | 4 | 35 | Cc1[nH]c2ccccc2c1/C=N/Nc1ccc([N+](=O)[O-])cc1 |
| 1 | 3 | 20 | N#CC1C=Cc2c(ccc3ccccc23)N1C(=O)c1ccccc1 (stereo not given) |
| -4 | -7 | 7 | O=C(c1cccnc1)n1nc(-c2ccco2)nc1NCc1cccs1 |
| 30 | -2 | 29 | COC(=O)c1ccc(NCc2cc(O)ccc2O)cc1 |
| -4 | -2 | 13 | COc1ccccc1/C=C/C(=O)OCC(=O)Nc1cc(C(F)(F)F)ccc1N1CCOCC1 |
| -2 | -3 | 35 | S=c1sscc1-c1ccccc1 |
| 3 | -7 | 5 | c1ccc(-c2ccc(CNC3CC3)cc2)cc1 |
| -7 | -6 | 7 | Clc1ccc(C=NN2CCCCCC2)cc1 |
| 18 | i | -15 | CCOc1ccccc1-c1c2cc(O)c(=O)cc-2oc2cc(O)c(O)cc12 |
| -7 | -27 | 9 | O=C(O)c1cc(=O)[nH]c2ccccc12 |
| 1 | 4 | 6 | CCCCC[C@@H](/C=C/C1C(=O)C=C[C@H]1C/C=C\CCCC(=O)O)OC(C)=O (stereo not given in full) |
| -8 | 6 | -10 | COc1ccc2nc(C)cc(SCC(=O)Nc3c(C)cccc3C)c2c1 |
| -2 | 8 | -15 | CN(C)CCNC(=O)c1ccc(Cl)c2cc3ccccc3nc12 |
| 0 | -10 | 13 | COc1ccc(-c2csc(=NCCO)n2-c2ccccc2)cc1 |
| 0 | 1 | 2 | CCN(Cc1ccc(NC(C)=O)cc1)CC1CCCN(CCc2cccc(F)c2)C1 (stereo not given) |
| 11 | 83* | 51 | Cc1cccc(N=C2NC(=O)/C(=C/C=C/c3ccco3)S2)c1C |

Bioassay records (PubChem)
